# Screening data deposited in PubChem by several laboratories.
# RmlC RmlD mix – mixture blocks RmlC and RmlD coupled enzyme activity; RmlC/RmlD coupled enzyme inhibition, 384-well mixture HTS; inhibition, % at 5.5 µM; 110,000 compounds, 0.39% hits; in the data active = inhibition above about 30%, passing the limit was not always enough; inconclusive = no clear call, values can overlap the other calls; note: strong numbers were not always called active
# RT RNaseH block – blocks HIV-1 RNase H cleavage of RNA/DNA duplex; 65,000 compounds, 1.9% hits; AID 565; P04585; RT-RNase H RNA/DNA duplex cleavage, fluorescence; inhibition, % at 10 µM; in the data active = inhibition above about 50%
# An asterisk follows results filed as active; ? = inconclusive; . = not tested or not shown; + = active, no number. The list is partial; count on the stated rates, not on these rows.
# Sample of the layout:
# Each structure is followed by: RmlC RmlD mix	RT RNaseH block
O=C1C2C3c4ccccc4C(c4ccccc43)C2C(=O)N1CN1CCOCC1 (stereo unspecified)
 : 22	-12
Cc1cc(C(=O)CSc2nc3ccccc3c(=O)n2C)c(C)n1Cc1ccc2c(c1)OCO2
 : 11	42
CC(=O)NS(=O)(=O)c1ccc(NC(=O)CCC2CCCC2)cc1
 : -9	-5
Cc1ccc(CCNC(=O)CN2C(=O)COc3ccccc32)cc1
 : 11	-6
CC(=O)c1c(C(C)=O)c(C)n(-c2nc(-c3ccc(Br)cc3)c(C)s2)c1C
 : -5	.
CCCCNC(=O)Cn1cnc2sc(C(=O)OCC)c(C)c2c1=O
 : -10	-8

# The list itself, from the first entry:
# Each structure is followed by: RmlC RmlD mix	RT RNaseH block
O=C1C2C3c4ccccc4C(c4ccccc43)C2C(=O)N1CN1CCOCC1 (stereo unspecified)
 : 22	-12
Cc1cc(C(=O)CSc2nc3ccccc3c(=O)n2C)c(C)n1Cc1ccc2c(c1)OCO2
 : 11	42
CC(=O)NS(=O)(=O)c1ccc(NC(=O)CCC2CCCC2)cc1
 : -9	-5
Cc1ccc(CCNC(=O)CN2C(=O)COc3ccccc32)cc1
 : 11	-6
CC(=O)c1c(C(C)=O)c(C)n(-c2nc(-c3ccc(Br)cc3)c(C)s2)c1C
 : -5	.
CCCCNC(=O)Cn1cnc2sc(C(=O)OCC)c(C)c2c1=O
 : -10	-8
COC(=O)c1cc(-c2ccc3c(c2)OCO3)nc2ccccc12
 : 5	-28
O=C(Oc1ccc(N(Cc2cccs2)C2=NS(=O)(=O)c3ccccc32)cc1)c1ccc(Cl)cc1
 : -20	.
C=CCOC(=O)C1=C(C)NC(SCC(=O)Nc2nccs2)=C(C#N)C1c1cccs1 (stereo unspecified)
 : -2	.
CCc1noc(C)c1C(=O)NCCc1ccc(OC)c(OC)c1
 : 5	7
O=C(Nc1ccc(N2CCOCC2)cc1)c1ccc(S(=O)(=O)N2CCCCC2)cc1
 : .	-11
CCOC(=O)c1ccc(NC(=O)c2ccc(NS(C)(=O)=O)cc2)cc1
 : 9	0
O=C1c2ccccc2NC2(CCCC2)N1O
 : -17	.
CCOC(=O)N1CCN(c2ncnc3c2[nH]c2ccc(OC)cc23)CC1
 : -4	-11
CC1CCCCC1NC(=O)CSc1nnc(-c2ccccc2)n1N (stereo unspecified)
 : -15	-2
COc1cc(CNCc2ccccn2)ccc1OCc1ccc(Cl)cc1Cl
 : -5	.
N/C(Cc1ccc(Cl)cc1Cl)=N\OC(=O)c1cccs1
 : -13	.
Cn1cnnc1SCC(=O)Nc1ccc(S(=O)(=O)N2CCCC2)cc1
 : -11	.
CC1(c2nnc(-c3ccc(Cl)cc3)o2)CC(c2cccnc2)=NO1 (stereo unspecified)
 : -2	.
CC(C)c1nnc(NC(=O)c2cccs2)s1
 : 6	-7
O=c1oc(/C=C/c2ccccc2)nc2sc3c(c12)CCC3
 : -9	.
CCOC(=O)/C(C#N)=C\c1c(C)cc(C)c(COC(C)=O)c1C
 : -12	.
Cc1noc(C)c1COC(=O)C1COc2ccccc2O1 (stereo unspecified)
 : 2	-24
Cc1ccc(OCC(=O)Nc2cccc(-c3nnc(-c4ccccc4)o3)c2)cc1
 : .	0
Cc1ccc(S(=O)(=O)NCC(=O)OCC(=O)NC(=O)c2cccn2C)cc1
 : 7	.
Cc1ccc(CNC(=O)C2CC(=O)N(c3ccc(OCC(=O)N4CCCC4)cc3)C2)cc1 (stereo unspecified)
 : 9	.
C[C@@H]1NC(=O)c2cc([N+](=O)[O-])cc(I)c2NCCCC[C@@H](C(N)=O)NC(=O)[C@H](CC(N)=O)NC1=O
 : -6	.
C#CCn1c(=NC(=O)CSCC(=O)N2CCOCC2)sc2ccccc21
 : .	-23
CCNC(=O)COC(=O)c1cc(-c2ccc(OC)cc2)nc2ccccc12
 : -9	.
Cc1cnc(NC(=O)CSc2ccccc2)s1
 : -7	.
COC(=O)C(CC(=O)c1ccc(Cl)cc1)c1ccc(C(C)C)cc1 (stereo unspecified)
 : 10	.
CCNC(=O)CN(c1ccc(CC)cc1)S(C)(=O)=O
 : -3	-1
CCOC(=O)C1=C(C)NC2=C(C(=O)CCC2)C1c1cc(OC)ccc1OC (stereo unspecified)
 : 19	-9
Cc1ccc(S(=O)(=O)Cn2nnnc2C(CC(C)C)N2CCN(C(=O)c3ccco3)CC2)cc1 (stereo unspecified)
 : .	2
CCCc1nnc(NC(=O)CCC(=O)N2CCN(c3ccccn3)CC2)s1
 : 61	.
Cc1nc(NC(=O)c2ccco2)sc1C(=O)Nc1ccc(Br)cc1
 : -11	-12
O=[N+]([O-])c1cccc(Cl)c1NCCNS(=O)(=O)c1ccccc1
 : 2	.
Cc1ccc(C)c(NC(=O)CSc2nc(C)cc(C)c2C#N)c1
 : 13	.
COc1ccccc1C(=O)N/C(=C\c1ccc(Br)cc1)C(=O)NCCO
 : 10	.
CCC(CC)=N/N=C/c1c(O)n(CC)c2cc(C3=NNC(=O)CC3)ccc12
 : -5	.
CCN(CC)CCNC(=O)CCCCn1c(=S)[nH]c2c([nH]c3ccc(OC)cc32)c1=O
 : 7	18
CCS(=O)(=O)N1CCC(C(=O)NCc2cccs2)CC1
 : -1	-11
CCCn1c(C)cc(C(=O)CN2C(=O)c3ccccc3C2=O)c1C
 : .	-48
CCN(CC)c1ccc(NC(=O)c2cnn(CC)c2)cc1
 : -6	.
CC1=CCC(C(C)(C)NC(=O)c2ccccc2)C/C1=N\O (stereo unspecified)
 : 1	0
Cc1ccc(NC(=O)N2CCC(C(=O)NCC(C)C)CC2)cc1
 : 11	-13
O=S(=O)(NCCNS(=O)(=O)c1ccccc1)c1ccccc1
 : -1	-1
CCOC(=O)c1c(C)c(C(=O)NCCc2ccc(S(N)(=O)=O)cc2)c(C)n1CC
 : .	-6
Cc1c(NS(=O)(=O)N2CCCC2)c(=O)n(-c2ccccc2)n1C
 : 9	-6
N#C/C(=C/c1ccc(Sc2nc3ccccc3[nH]2)o1)c1cccc(Br)c1
 : 5	.
Cc1ccc(Cn2ccc(NC(=O)c3cc(-c4ccc5c(c4)OCO5)on3)n2)cc1
 : 19	0
COC(=O)c1cccc(S(=O)(=O)N2CCC(c3nc4ccccc4o3)CC2)c1
 : -8	.
COc1ccc(/C=N/n2cnnc2SCc2ccccc2)cc1
 : 13	-21
CC1=C(C(=O)OCC(C)C)C(c2ccc(F)cc2)NC(=O)N1 (stereo unspecified)
 : -14	-21
CC(C)c1nnc(-c2ccc(Cl)cc2)c(N(C)C)n1
 : -7	.
Cc1cc(OCC(=O)N2CCOCC2)cc2oc(=O)c3ccccc3c12
 : 0	19
S=C1NCCc2ccccc2C1c1ccccc1 (stereo unspecified)
 : -5	.
O=C(O)CCS(=O)(=O)Cc1ccccc1Cl
 : -7	.
Cc1cc(C)nc(Sc2ncnc3c2oc2ccccc23)n1
 : 6	.
C=C(C)CSc1nnc(-c2ccc(OC)cc2)n1N
 : -12	.

# Additional entries follow:
# Each structure is followed by: RmlC RmlD mix	RT RNaseH block
CCOC(=O)C(C)Sc1nc(-c2ccccc2)nc2ccc(F)cc12 (stereo unspecified)
 : 10	.
CCCCCc1cc(=O)oc2c(C(CCN(CC)CC)c3cc(OC)c(OC)c(OC)c3)c(OC)cc(OC)c12 (stereo unspecified)
 : 20	.
O=C(c1ccc(Cl)cc1)c1c[nH]c(C(=O)C(Cl)(Cl)Cl)c1
 : -4	.
CC1Cc2ccccc2N1CC(=O)Nc1ccc2c(c1)OCO2 (stereo unspecified)
 : -6	.
Cc1ccc(-n2c([O-])nc(-[n+]3ccccc3)c2C=O)cc1
 : 14	.
CCOC(=O)CCCNC(=O)CCCNC(=O)C(c1ccccc1)c1ccccc1
 : 5	.
C=CCC1CCCC(=O)N2CC[C@H](O)C12 (stereo partly specified)
 : -30	.
Cc1ccc(CSC2=CS(=O)(=O)c3ccccc3N2)cc1
 : 9	.
CCOc1cc2c(cc1OCC)C(C(=O)O)C(c1cc(Br)c(O)c(OC)c1)N(C)C2=O (stereo unspecified)
 : -10	-5
CCOC(=O)C1=C(CN2CCOCC2)NC(=O)NC1c1cc(C)ccc1C (stereo unspecified)
 : 6	5
N=c1sccn1CC(=O)Nc1ccccc1Cc1ccccc1
 : -10	45
Cc1ccc(S(=O)(=O)N(Cc2cc3cc4c(cc3[nH]c2=O)OCCO4)CC2CCCO2)cc1 (stereo unspecified)
 : -33	2
Cc1ccc(N)c(C(O)(C(F)(F)F)C(F)(F)F)c1
 : 9	-20
Cc1nc2ccccc2c2c1C(=O)N(C)C2=O
 : 12	-9
CC(C)CC(c1nnnn1CCc1ccccc1)N1CCN(C(=O)c2ccco2)CC1 (stereo unspecified)
 : 2	-9
COc1ccccc1N1CCN(C(=O)C2c3ccccc3Oc3ccccc32)CC1
 : 9	2
CCCn1nc(NC(=O)c2cccs2)c2cc3ccccc3nc21
 : -24	.
COc1cc(CNC2CCCC2)cc(Cl)c1OCc1ccccc1Cl
 : -9	.
Cc1ccc(-c2ccc(/C=N/c3ncn[nH]3)o2)cc1Cl
 : 9	-4
O=C(c1c(Cl)cccc1Cl)N1CCN(c2ccccn2)CC1
 : 19	-2
OCC1CCCN(Cc2ccc(-c3ccccc3)cc2)C1 (stereo unspecified)
 : 8	-4
O=C(CN1C(=O)NC2(CCCc3ccccc32)C1=O)N1CCN(C(=O)c2ccco2)CC1 (stereo unspecified)
 : -12	-18
COc1ccc(/C=N\NC(=O)COc2ccccc2Cl)cc1Cn1nc(C)cc1C
 : 9	.
CC1(c2ccc3noc(-c4ccc(Cl)cc4)c3c2)OCCO1
 : -1	-5
Cc1cc2ccc(C)c(C)c2nc1SCC#N
 : -2	-30
COc1ccc(Cc2nnc3c4cnn(C)c4ncn23)cc1
 : -10	-13
CNc1nc(C(=O)O)nc(N2CCOCC2)n1
 : 2	.
COc1ccccc1-c1cc(C(=O)NCc2ccc(Cl)cc2)no1
 : -13	-6
CCC(NC(=O)OC(C)(C)C)C(=O)Oc1ccc2c3c(c(=O)oc2c1)CCC3 (stereo unspecified)
 : +	-4
O=C(OCCCN=C1NS(=O)(=O)c2ccccc21)c1ccc(F)cc1
 : 6	.
Cc1ncc([N+](=O)[O-])n1CC(=O)NCc1ccccc1
 : -2	.
COc1ccc(OC)c(N2C(=O)C(Cl)=C(N3CCOCC3)C2=O)c1
 : -5	33
CN(CC(=O)N1CCc2ccccc2C1)S(=O)(=O)c1ccc2c(c1)c(=O)n(C)c(=O)n2C
 : -8	-20
O=C(Cc1ccc(Br)cc1)OCC(=O)c1ccc2c(c1)OCCO2
 : 9	.
CCC(=O)Oc1ccc(C(=O)Nc2ccc3c(c2)C(=O)N(C2CCCCC2)C3=O)cc1
 : -7	.
O=C1CCCN1c1cc(Cl)ccc1Cl
 : 10	-12
O=C(CCc1ccc(S(=O)(=O)NC2CCCCC2)cc1)NCc1ccc(Cl)cc1
 : 7	.
CCN(CC)C(=O)c1ccc2c(c1)N(Cc1ccccc1)C(=O)CS2=O (stereo unspecified)
 : -4	-1
O=C(OCN1C(=O)c2ccccc2C1=O)c1ccccc1
 : 122	-51
O=C(Nc1cccc(F)c1)C1CCCN1S(=O)(=O)c1cccc2cccnc12 (stereo unspecified)
 : 1	-27
COc1cc(C(=O)Nc2ccc(N(C)C)cc2)cc(OC)c1OC
 : 15	10
CC1(C)S[C@@H]2[C@H](NC(=O)COc3ccccc3)C(=O)N2C1C(=O)OCC1CCCCC1 (stereo partly specified)
 : -11	.
CCc1ccc(C(=O)Nc2ccc(S(=O)(=O)Nc3nc(C)cc(C)n3)cc2)o1
 : -13	2
CC(Nc1cc(N2CCN(C(=O)C(C)(C)C)CC2)ccc1[N+](=O)[O-])c1ccccc1 (stereo unspecified)
 : -10	.
Cc1cc(NC(=O)CCC(=O)N(CC(=O)NC2CCCC2)Cc2ccco2)no1
 : -16	.
O=C(Cc1ccccc1)N1CCC(O)(c2cccnc2)CC1
 : 7	.
O=c1c2cc(N3CCOCC3)ccc2[nH]c(=S)n1Cc1ccc(Cl)cc1
 : -21	.
Brc1cccc(-c2nnc3n2CCC3)c1
 : 9	-12
CC(=O)c1ccc(NC(=O)c2cnn3ccccc23)cc1
 : -10	.
CCCOc1ccc(C(=O)c2nc3c(n2O)CCCC3)cc1
 : -3	4
Cc1ccc(C(=O)C(C)OC(=O)C2CC(=O)N(C3CCCCC3)C2)cc1 (stereo unspecified)
 : -5	18
Clc1ccc(CSc2snnc2-c2ccccc2)c(Cl)c1
 : 11	.
Cc1occc1-c1nnc(SCC(=O)N2CCOCC2)n1CCc1ccccc1
 : 53	-10
CCOC(=O)c1c(N)n(Cc2ccco2)c2nc3ccccc3nc12
 : 72	-4
O=c1c2c(nc3c(-c4ccc(Cl)cc4)c[nH]n13)CCCC2
 : 5	-7
CCC1=NN(C(=O)CCc2ccccc2)C(O)(C(F)(F)F)C1 (stereo unspecified)
 : ?	.
O=C(NCCc1ccccc1)/C(=N\O)c1ccccc1
 : .	-7
CCn1c(=O)cc(SCC(=O)NCc2ccc(C)o2)c2ccccc21
 : 2	.
CC(=O)Nc1ccccc1Sc1ccccc1
 : 2	-29
O=C(CN1CCc2ccccc21)NC(=O)NCc1ccco1
 : 8	12

# A portion from the list above, as a working copy:
# Each structure is followed by: RmlC RmlD mix	RT RNaseH block
O=C(Cc1ccccc1)N1CCC(O)(c2cccnc2)CC1
 : 7	.
O=c1c2cc(N3CCOCC3)ccc2[nH]c(=S)n1Cc1ccc(Cl)cc1
 : -21	.
Brc1cccc(-c2nnc3n2CCC3)c1
 : 9	-12

# Next part:
# Each structure is followed by: RmlC RmlD mix	RT RNaseH block
Cc1cccc(-n2c(SCC(=O)NCc3ccco3)nnc2-c2ccco2)c1
 : 6	7
COC(=O)c1ccc(NS(=O)(=O)N(C)C)cc1
 : 8	-1
Cc1ccc(NCc2nc3ccccc3n2C)cc1
 : -7	0
CCC(C(=O)NC1CCCC1)N(C(=O)Cn1nnc(-c2ccc(C)o2)n1)c1cnc2ccccc2c1 (stereo unspecified)
 : 7	66*
COc1ccccc1-c1nnc(N(C)C(=O)C2CCCO2)s1 (stereo unspecified)
 : 37*	-1
CCCOC(=O)C1=C(C)NC2=C(C(=O)CCC2)C1c1cc(OC)ccc1OC (stereo unspecified)
 : -10	5
